# RBX1-CUL1 inh = inhibitors of human ROC1-CUL1 ubiquitin ligase activity; in vitro K48 di-Ub FRET, acceptor:donor ratio, 45 min; P62877+Q13616; inhibition, % at 10 µM; hit rate 0.6% among 140,000; AID 1347404; in the data active = inhibition above about 25%
# Target sequence (P62877 whole entry, looked up): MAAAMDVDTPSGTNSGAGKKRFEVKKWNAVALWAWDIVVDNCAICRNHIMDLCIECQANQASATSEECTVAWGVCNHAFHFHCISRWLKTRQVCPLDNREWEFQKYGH
# Target sequence (Q13616 whole entry, looked up): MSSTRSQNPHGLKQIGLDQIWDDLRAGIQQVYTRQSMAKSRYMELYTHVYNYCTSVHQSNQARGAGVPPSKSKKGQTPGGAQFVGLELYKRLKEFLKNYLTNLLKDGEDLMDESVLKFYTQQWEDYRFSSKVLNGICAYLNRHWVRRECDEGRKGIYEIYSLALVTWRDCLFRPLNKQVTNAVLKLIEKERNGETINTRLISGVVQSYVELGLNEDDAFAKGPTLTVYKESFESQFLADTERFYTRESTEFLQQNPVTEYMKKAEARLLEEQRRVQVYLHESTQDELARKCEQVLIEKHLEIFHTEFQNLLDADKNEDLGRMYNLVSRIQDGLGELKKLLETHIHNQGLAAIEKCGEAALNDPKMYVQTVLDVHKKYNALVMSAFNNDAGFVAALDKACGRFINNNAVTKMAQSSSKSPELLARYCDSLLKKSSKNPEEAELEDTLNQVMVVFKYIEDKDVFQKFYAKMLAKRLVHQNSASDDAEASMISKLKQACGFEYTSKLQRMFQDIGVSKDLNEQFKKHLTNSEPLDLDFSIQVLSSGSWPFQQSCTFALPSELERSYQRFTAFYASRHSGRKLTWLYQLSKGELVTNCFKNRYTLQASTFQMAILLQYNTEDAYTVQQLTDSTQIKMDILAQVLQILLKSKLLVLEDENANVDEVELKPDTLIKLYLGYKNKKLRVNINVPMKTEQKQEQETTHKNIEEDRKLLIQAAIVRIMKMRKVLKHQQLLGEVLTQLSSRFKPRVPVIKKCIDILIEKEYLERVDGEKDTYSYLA
# Starred values were filed as active, the others as inactive. An excerpt; count on the stated rates, not on these rows.
entry	SMILES	RBX1-CUL1 inh
1	COC(=O)C1=C(C)N=C2CC(c3ccc(OC)cc3)C(C(=O)OC)C(=O)C2C1c1ccccc1 (stereo unspecified)	0
2	COc1cccc(CNC(c2ccccc2)C(O)c2ccccc2)c1OC (stereo unspecified)	2
3	Cc1ccc(S(=O)(=O)C(CNC(=O)C(=O)NCc2ccc(Cl)cc2)c2ccco2)cc1 (stereo unspecified)	-3
4	CCc1ccc(-n2nnc(C(=O)Nc3ccc(Cl)cc3Cl)c2C)cc1	-6
5	CC1=Nc2nc(SCc3ccccc3)nn2C(c2ccc(C(=O)O)cc2)C1C(=O)Nc1ccc(C)cc1C (stereo unspecified)	5
6	Cc1ccc(C)c(S(=O)(=O)N(C)CC(=O)NC2CCCCC2)c1	4
7	COc1ccc(NS(=O)(=O)c2cc3c(cc2C)NC(=O)CO3)c(OC)c1	5
8	O=C(c1ccccc1)c1c2c(cc3scc(-c4ccccc4)[n+]13)-c1cccc3cccc-2c13	6
9	CCCN(CCC)C(=S)Oc1ccc(C(=O)Nc2ccccc2OC)cc1	-2
10	COc1ccc(NC(=O)c2cc(CN3CCCC3)on2)cc1Cl	0
11	CC(=O)N(Cc1ccccc1)c1cccc2ccc(O)cc12	3
12	CC(C)N1CCOC(CC(=O)N2CCC(c3cc(=O)[nH]cn3)CC2)C1 (stereo unspecified)	0
13	COc1ccc(/C=N/NC(=O)c2c(-c3ccccc3Cl)noc2C)cc1CN1CCOCC1	-4
14	CCOC(=O)c1cnc2c(ccc3ccccc32)c1Nc1ccc(OC)c(OC)c1	2
15	O=C(Nc1ccccc1)c1ccc2c(c1)NC(=O)C(S(=O)(=O)c1ccc(Cl)cc1)C2=O (stereo unspecified)	-5
16	Cc1cn2c(nc3c2c(=O)n(C/C=C/c2ccccc2)c(=O)n3C)o1	7
17	COc1ccc(C(=O)COC(=O)c2cc(-c3ccccc3)nc3c(C)cccc23)cc1	10
18	CC1(C)CC(NC(=O)C23CC4CC(CC(C4)C2)C3)CC(C)(C)N1	-7
19	CC(=O)N(Cc1cccnc1)c1nc2ccc(F)cc2s1	3
20	COc1ccc(CN2CCN(C3CCN(C(C)=O)CC3)CC2CCO)cc1C (stereo unspecified)	-4
21	Cc1cc(C(F)F)n2nc(C(=O)N(C)c3ccc(OC(F)(F)F)cc3)nc2n1	-6
22	Cc1sc2ncnc(N3CCc4ccccc4C3)c2c1C	-10
23	CCC(=O)N1CCC2(CCCN(Cc3cccc(OC)c3)C2=O)C1 (stereo unspecified)	-7
24	CC1(C)C(=O)C2(C(=O)Nc3ccccc3C(F)(F)F)CCC1C2 (stereo unspecified)	10
25	COc1cc([N+](=O)[O-])c2ncsc2c1	-6
26	O=C(COc1ccc(Cl)cc1)NC(=S)Nc1cccc(F)c1	1
27	CC(C)COc1ccccc1NC(=O)c1cccs1	2
28	Nc1c(C(=O)Nc2nc(-c3ccccc3)cs2)sc2nc(-c3ccccc3)cc(C(F)(F)F)c12	1
29	CCCNC(=O)c1ccc(Cn2c(SCC(N)=O)nc3ccccc3c2=O)cc1	0
30	COC(=O)c1ccc(Cl)cc1NC(=O)N1CC2CCCN2c2ccccc21 (stereo unspecified)	7

# Quoted at random: two records from the list
entry	SMILES	RBX1-CUL1 inh
1	COC(=O)C1=C(C)N=C2CC(c3ccc(OC)cc3)C(C(=O)OC)C(=O)C2C1c1ccccc1 (stereo unspecified)	0
17	COc1ccc(C(=O)COC(=O)c2cc(-c3ccccc3)nc3c(C)cccc23)cc1	10

# Continuation.
entry	SMILES	RBX1-CUL1 inh
31	Cc1cc(C)cc(OCCCn2c(-c3ccc(Cl)cc3)nc3ccccc3c2=O)c1	1
32	Brc1ccsc1/C=C/c1cccs1	5
33	COc1ccc(-n2ccn(CC(=O)NCCc3ccccc3)c(=O)c2=O)cc1OC	2
34	CCOc1ccc(CCNC(=O)c2cc(Nc3ccc(C)cc3C)nc3ccccc23)cc1OCC	-1
35	NS(=O)(=O)c1ccc(NC(=S)N2CCN(C/C=C/c3ccccc3)CC2)cc1	2
36	COc1ccc(F)c(CC2(CCC(=O)N3CC4(C)CC3CC(C)(C)C4)CCC(=O)N2)c1 (stereo unspecified)	0
37	O=C(CC12CC3CC(CC(C3)C1)C2)Nc1cnn(Cc2ccc(Cl)c(Cl)c2)c1	-7
38	CC(=O)N1CCN(c2nc3c(c(=O)n(C)c(=O)n3C)n2Cc2ccc(C)cc2)CC1	-13
39	Cc1nc2ccc(S(=O)(=O)CCC(=O)Nc3ccccc3C)cc2s1	3
40	O=C(CSc1nccn1Cc1ccc(Cl)cc1)Nc1nc2ccccc2s1	-3
41	CC(C)c1nc2ccc(C(=O)NCc3ccc(F)cc3)cc2o1	9
42	COc1ccc(Nc2ncc(C(=O)Nc3cccc(OC)c3)c3ccccc23)cc1	-1
43	Cc1ccc(-n2c(=O)c3c4c(sc3n(Cc3cc(=O)n5cc(Cl)ccc5n3)c2=O)CCC4)cc1C	-3
44	CN(C)c1ccc(C(=O)N2CCC(Cn3cccn3)CC2)cn1	-8
45	COc1ccc2c(c1)cc1c(=O)n(CC(=O)NC3CC3)nc(C)n12	0
46	CCN(CC1CCCN(CCc2cccc(F)c2)C1)C(=O)CCN1CCCC1=O (stereo unspecified)	1
47	COc1ccc(-c2cc(C(F)(F)F)n3ncc(C(=O)OC(C)C)c3n2)cc1OC	3
48	Clc1ccc(-c2nc3ccncc3[nH]2)cc1	7
49	Cc1c(C(=O)NCCCN2CCOCC2)sc2ncnc(NCc3cccc(F)c3)c12	6
50	COc1ccc(CC2(CCC(=O)N3CCN(c4cccc(C)c4C)CC3)CCC(=O)N2)cc1OC (stereo unspecified)	10
51	CCCc1n[nH]c2c1CN(c1nc3ccccc3s1)CC2	5
52	CCOc1cc(/C=C2/SC(=Nc3ccc(S(N)(=O)=O)cc3)NC2=O)cc(Br)c1OCc1ccc(Cl)cc1Cl	-5
53	CCN1CCN(C2(C(=O)NCCCOC(C)C)Cc3ccccc3C2)CC1	-10
54	FC(F)(Cl)Oc1ccc(Nc2nc(NCc3ccccc3)nc(N3CCCCC3)n2)cc1	-7
55	Brc1cc2c(Br)csc2s1	-5
56	Cc1ccc(C(=O)Nc2ccc(F)cc2)cc1S(=O)(=O)N1CCOCC1	-4
57	CCn1c(CN2CCC(N3CCC(C(=O)NC4CC4)CC3)CC2)nc2ccccc21	3
58	O=C(NNc1cccc(Cl)n1)NC1CCCCC1	4
59	CCn1c(SCC(=O)NNC(=O)Cc2ccccc2)nnc1-c1ccccc1	3
60	CN(C)C(=O)C12CCC(C)(c3nc4cc(Cl)c(Cl)cc4nc31)C2(C)C (stereo unspecified)	-12
61	CCOc1ccc(C2c3[nH]c4ccccc4c3CCN2C(=O)CSc2ccccc2)cc1 (stereo unspecified)	0
62	O=C(NCCCc1ccccn1)c1ccc(N2CCOCC2)nc1	-5
63	CNCc1ccccc1Sc1ccc(O)c(O)c1	-9
64	COc1ccccc1OCC(=O)N(Cc1ccco1)Cc1ccccc1F	-1
65	CCN1CCN(c2nc(C)c3c(n2)CC(c2ccc(Cl)cc2)CC3=O)CC1 (stereo unspecified)	8
66	N#CC1C(=N)Oc2cc(O)ccc2C1c1cccc(Oc2ccc(Cl)cc2)c1 (stereo unspecified)	-12
67	C/C=C/CN1N=C(C)Cn2c1nc1c2c(=O)n(CC(C)C)c(=O)n1C	2
68	COc1cc(OC)c(OC)cc1/C=N/NC(=O)c1ccc(Br)o1	-16
69	Cc1ccc(NC(C)c2cc(Cl)ccc2O)cc1C (stereo unspecified)	-6
70	O=S(=O)(c1ccc(Cl)cc1)c1nc(-c2ccccc2F)oc1NCc1ccccc1	3
71	c1cc(C2OCCO2)ccc1C1OCCO1	0
72	COc1cccc2c1Oc1ncccc1N(C(=O)CCC(=O)NCc1ccc(C)cc1)C2	7
73	COC(=O)c1c(-c2ccccc2)csc1NC(=O)COc1ccc([N+](=O)[O-])cc1	-5
74	Cc1ccc(NC(=O)COc2ccc(/C=N\NC(=O)c3cccnc3)cc2)cc1C	-9
75	COc1ccc2cccc(/C=C3\C(=O)NN(c4ccc(Cl)c(Cl)c4)C3=O)c2c1	8
76	Brc1ccc(-c2nc(CSc3nnnn3C3CCCCC3)no2)cc1	-9
77	O=C(c1csc2nc(-c3ccccc3Cl)cn12)N1CCCC1	8
78	Cc1cc(C(F)F)n2nc(C(=O)Nc3ccc(F)c(Cl)c3)nc2n1	7
79	COc1cnc(NCCSc2cn[nH]n2)nc1-c1ccnn1C	5
80	CCOC(=O)c1c(-c2ccc(OC)c(OC)c2)csc1NC(=O)CCN1CCC(C)CC1	0
81	CCNS(=O)(=O)c1ccc(OC)c(C(=O)N2CCCCCC2)c1	-1
82	Cc1sc(NC(=O)CSc2nnc(-c3ccncc3)n2-c2ccccc2)c(C#N)c1C	-7
83	O=C(Nc1ccc2c(c1)OCCO2)c1ccc(CNS(=O)(=O)c2cccc(C(F)(F)F)c2)cc1	-2
84	Cc1cc(C)c(C)c(OCCNC2CCCC2)c1	-1
85	CN(C)c1ccc(-c2nncnn2)cc1	14
86	O=C(NC(Cc1ccccc1)C(=O)NCCOc1ccc(Cl)cc1)OCc1ccccc1 (stereo unspecified)	5
87	CCOc1ccc(NCc2nnc(SCCN3CCCCC3)n2-c2ccc(C)cc2)cc1	7
88	CNC(=O)c1ccc(NC(=O)c2nsc3ccccc23)cc1	3
89	COc1cc(-c2noc(C3CC(=O)N(c4ccc5c(c4)OCCO5)C3)n2)cc(OC)c1OC (stereo unspecified)	13
90	CC(C)(C)C1CCc2c(sc(NC(=O)c3noc4c3CCCC4)c2C#N)C1 (stereo unspecified)	-4

# Of the compounds above, these contain bromine.
entry	SMILES	RBX1-CUL1 inh
32	Brc1ccsc1/C=C/c1cccs1	5
52	CCOc1cc(/C=C2/SC(=Nc3ccc(S(N)(=O)=O)cc3)NC2=O)cc(Br)c1OCc1ccc(Cl)cc1Cl	-5
55	Brc1cc2c(Br)csc2s1	-5
68	COc1cc(OC)c(OC)cc1/C=N/NC(=O)c1ccc(Br)o1	-16
76	Brc1ccc(-c2nc(CSc3nnnn3C3CCCCC3)no2)cc1	-9

# Additional entries follow.
entry	SMILES	RBX1-CUL1 inh
91	Cc1ccc(-c2cn(C3CCN(Cc4nc[nH]c4C)CC3)nn2)cc1	13
92	COc1cc(Br)c(CCNC(=O)OC(C)(C)C)cc1OC	-1
93	Cc1cc(S(=O)(=O)Nc2cc3c(cc2N2CCOCC2)n(C)c(=O)c(=O)n3C)ccc1F	-1
94	Cc1ncc2c(c1CNC(=O)Cc1ccsc1)CCN(C(=O)Cc1c(F)ccc(F)c1F)C2	8
95	CCOC(=O)c1cccc(NC(=O)CCCn2nc(C)c3c(C)n(-c4ccccc4)nc3c2=O)c1	1
96	O=C(NCc1ccco1)c1cnn2c(C(F)(F)F)cc(-c3ccc4c(c3)OCO4)nc12	-2
97	Cn1c2ccc(Br)cc2c2cc(NS(=O)(=O)c3ccccc3)ccc21	7
98	c1nc2cscc2c2cscc12	-5
99	Cc1cc(C)n(-c2nnc(NC(C)(C)C)nn2)n1	-1
100	c1ccc([C@H]2NCCc3c2[nH]c2ccccc32)cc1	1
101	CCC1=Nc2cc(C(=O)NCCN(CC)CC)ccc2Sc2ccccc21	-8
102	Cc1ccc(-c2nc(Cn3c(SCc4ccc(F)cc4)nc4cccnc43)c(C)o2)cc1	-3
103	O=C(Nc1cccc(Cl)c1)c1cnc2sc(N3CCCC3)nn2c1=O	1
104	O=c1[nH]cnc(-c2ccccc2)c1Br	10
105	CCN(C(=O)CSc1nc2ccccc2n1Cc1cc(C)ccc1C)c1ccccc1	3
106	CSc1nccc(-c2cc(Cl)c3c(c2)CC(CNC(=O)Cc2cn4ccsc4n2)O3)n1 (stereo unspecified)	4
107	O=C(O)C(Cc1c[nH]c2ccccc12)NS(=O)(=O)c1ccc(Cl)cc1 (stereo unspecified)	1
108	CCc1ccc(-n2nc3cc(C)c(NC(=O)c4ccccc4C)cc3n2)cc1	-8
109	COc1cc2c(Cl)cccc2c2sccc12	6
110	CCOc1ccc(CCNC(=O)c2c(C)oc3ncnc(N4CCOCC4)c23)cc1	0
111	CCc1sc(N(C(=O)Cc2ccccc2)c2ccc(Cl)cc2Cl)nc1-c1ccc(OC)cc1	4
112	CC12CCC(C(=O)N(CN3CCOCC3)C1=O)C2(C)C (stereo unspecified)	-8
113	CCCc1cc(CN(C)C(=O)CC2(c3ccccc3C)CC(=O)N(Cc3ccncc3)C2=O)[nH]n1 (stereo unspecified)	10
114	COc1ccc(OCCn2c(C)nc3cc(C)c(C)cc32)cc1	-3
115	N#CC(CC1=Nc2ccccc2C1=O)C(N)=NC1CCCCC1 (stereo unspecified)	71*
116	COc1ccc(-c2nc3ccccc3n2Cc2ccccc2)cc1	-4
117	COc1cccc(CNS(=O)(=O)c2ccc3[nH]c4c(c3c2)CCCCC4)c1	-15
118	COc1ccc(NC(=O)c2ccc3c(c2)CCN3S(=O)(=O)c2ccc(C)cc2)cc1Cl	0
119	NS(=O)(=O)c1ccc(N=Cc2ccccc2[N+](=O)[O-])cc1	0
120	COc1ccc(CNC(=O)CCC2(Cc3ccc(Cl)cc3)CCC(=O)N2)cc1 (stereo unspecified)	6

# Part of the list above, with values ahead of the structure:
nr | RBX1-CUL1 inh | Molecule
94 | 8 | Cc1ncc2c(c1CNC(=O)Cc1ccsc1)CCN(C(=O)Cc1c(F)ccc(F)c1F)C2
114 | -3 | COc1ccc(OCCn2c(C)nc3cc(C)c(C)cc32)cc1
99 | -1 | Cc1cc(C)n(-c2nnc(NC(C)(C)C)nn2)n1

# Continuation.
entry	SMILES	RBX1-CUL1 inh
121	O=C(c1ccc(Br)cc1)N1CCN(Cc2ccco2)CC1	6
122	CC(=O)c1cc(CC(=O)N2CCc3[nH]nc(C(C)C)c3C2)cs1	2
123	c1ccc2c(c1)cc(N1CCCC1)c1ccccc12	90*
124	O=C(Nc1ccc(Oc2ccccc2)cc1)c1ccc([N+](=O)[O-])cc1	0
125	Cc1nc2ccccc2nc1CN1C(=O)C2CC=CCC2C1=O (stereo unspecified)	2
126	CCCC(C)NS(=O)(=O)c1c(C)cc(C)cc1C (stereo unspecified)	-10

# Reformatted with values ahead of the structure: entries from further up
cpd	RBX1-CUL1 inh	Structure
123	90*	c1ccc2c(c1)cc(N1CCCC1)c1ccccc12
124	0	O=C(Nc1ccc(Oc2ccccc2)cc1)c1ccc([N+](=O)[O-])cc1
